GLA spleen mod: qHTS Assay for Inhibitors and Activators of Human alpha-Galactosidase From Spleen Homogenate. human spleen homogenate, 4MU-alpha-Gal fluorescence, 40 min. Potency, µM (top dose mostly 80 µM), without a hit: at the top dose activity change, negative = inhibition, hits mostly inhibitors. 240,000 tested, 0.008% active. Alpha-galactosidase A (Homo sapiens), P06280;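 further: 0% = enzyme with vehicle and -100% = no enzyme basal signal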
Target sequence (P06280 32-429 limits assumed): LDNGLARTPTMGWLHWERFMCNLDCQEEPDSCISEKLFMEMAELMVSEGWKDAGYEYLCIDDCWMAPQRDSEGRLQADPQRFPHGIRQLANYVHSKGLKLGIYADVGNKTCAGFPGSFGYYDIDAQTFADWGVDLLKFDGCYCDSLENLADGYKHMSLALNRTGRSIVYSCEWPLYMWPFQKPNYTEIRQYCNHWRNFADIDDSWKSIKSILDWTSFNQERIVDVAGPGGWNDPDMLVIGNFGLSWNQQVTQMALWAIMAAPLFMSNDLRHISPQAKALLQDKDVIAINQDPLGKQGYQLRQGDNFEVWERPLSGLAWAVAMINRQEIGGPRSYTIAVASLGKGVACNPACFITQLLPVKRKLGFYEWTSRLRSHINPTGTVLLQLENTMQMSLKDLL
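Fluorogenic readout (Ex 365/Em 440 nm) of 4-methylumbelliferone released from 1 mM 4-MU-alpha-galactoside by spleen homogenate, 40 min at 37C, pH 5.0. Data normalized to no-enzyme and enzyme controls; Hill-equation AC50 from compound titrations.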
Tau fluor cs: Counterscreen qHTS for Inhibitors of Tau Fibril Formation, Fluorescence Polarization | AID 1463, 2008 | 280,000 tested, 0.93% active | Potency, µM (highest dose often 57.7 µM), without a hit: top-dose activity change, negative = decrease | tau K18 P301L Alexa594 fluorescence, heparin fibrillization; further: on the % scale 0 is the no-effect control and ±100 the full control effect; nearly all actives have a fitted effect of over 55% in size
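Human K18 P301L tau (15 uM unlabeled plus 0.24 uM Alexa 594-labeled, final) in 100 mM sodium acetate pH 7 was mixed with compound and 20 uM heparin and incubated 6 hr at 37 C.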
GAA inh: qHTS Assay for Inhibitors of Human alpha-Glucosidase as a Potential Chaperone Treatment of Pompe Disease. Lysosomal alpha-glucosidase (Homo sapiens), P10253. 200,000 tested, 0.005% active. purified human GAA, 4-MU-alpha-glucoside fluorescence. Potency, µM (highest dose often 76.9 µM), for inactives: at the top dose activity change, negative = inhibition, usual class: inhibitors;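 further: plate controls were uninhibited enzyme wells for no effect and no-enzyme background for full effect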
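Fluorescence at Ex 365/Em 440 nm from 4-methylumbelliferone reported enzyme activity after 20 min at room temperature. Reactions used 4 nM enzyme and 400 uM substrate at pH 5.0; curves fitted with the Hill equation.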
Tau fibril ThT: qHTS for Inhibitors of Tau Fibril Formation, Thioflavin T Binding | Potency, µM (titrated, usually from 57.4 µM), without a hit: at the top dose activity, negative = inhibition, usual class: inhibitors | recombinant tau K18 P301L, heparin-induced fibrillization, ThT fluorescence | Microtubule-associated protein tau (Homo sapiens), P10636 | 270,000 tested, 2.1% active | AID 1460, 2008; further: on the % scale 0 is the no-effect control and ±100 the full control effect; nearly all actives have a fitted effect of over 55% in size
Target sequence (P10636 561-689 P618L limits assumed): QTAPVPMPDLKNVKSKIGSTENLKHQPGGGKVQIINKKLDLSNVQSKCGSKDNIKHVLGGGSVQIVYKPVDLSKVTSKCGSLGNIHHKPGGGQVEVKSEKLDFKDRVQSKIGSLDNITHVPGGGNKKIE
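Heparin-induced fibrillization of the P301L-mutant K18 repeat-domain fragment of human tau was followed by ThT binding in quantitative high-throughput format.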
GAA spleen mod: qHTS Assay for Inhibitors and Activators of Human alpha-Glucosidase From Spleen Homogenate; human spleen homogenate, 4-MU-alpha-glucoside fluorescence; Potency, µM (highest dose often 79.9 µM), inactives show at the top dose activity change, negative = inhibition, actives largely listed as inhibitors; 240,000 tested, 0.006% active; AID 2112, 2009;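 further: 0% = enzyme with vehicle and -100% = no enzyme basal signal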
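Enzyme source: human spleen homogenate, 1 ug/well. Buffer 50 mM citric acid/K phosphate pH 5.0, 0.01% Tween-20. 4-MU-alpha-glucoside 1 mM; 37 C x 40 min; NaOH/glycine stop; fluorescence.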
HTT ATP protect: qHTS Multiplex Assay to Identify Dual Action Probes in a Cell Model of Huntington: Cytoprotection (ATP); PC12 HTT-Q103 induced, cytoprotection, ATP luminescence, 40 h; Potency, µM (highest dose often 56.4 µM), for the others: cytoprotection (ATP increase), usual class: activators; 230,000 tested, 0.14% active; AID 1471, 2008;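 further: % of control where 0% means no effect; nearly all actives have a fitted effect of over 45% in size; toxic huntingtin expression switched on by the ecdysone agonist tebufenozide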
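Huntington model: PC12 line, ecdysone-inducible HTTQ103 exon1–GFP, tebufenozide 100 nM. Test articles in a dose series. Endpoint luminescence from cellular ATP.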
GAA glycogen: qHTS Assay for Inhibitors and Activators of Human alpha-Glucosidase Cleavage of Glycogen | Lysosomal alpha-glucosidase (Homo sapiens), P10253 | recombinant GAA, glycogen substrate, Amplex Red glucose oxidase fluorescence | Potency, µM (titrated, usually from 76.4 µM), for inactives: at the highest dose activity change, negative = inhibition, actives largely listed as inhibitors | 300,000 tested, 0.38% active | AID 2100, 2009;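 further: 0% = full enzyme reaction and -100% = no-enzyme basal signal; the screen sought inhibitors and activators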
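Recombinant enzyme (4 nM final) with compounds titrated up to 77 uM and bovine liver glycogen (30 ug) in citrate pH 5.0, 0.01% Tween-20, 37 C 40 min. Released glucose detected by Amplex Red/glucose oxidase (Ex 573/Em 610); AC50 from Hill fits.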
Tau FP inhib: qHTS for Inhibitors of Tau Fibril Formation, Fluorescence Polarization | K18 P301L tau heparin fibrillization, Alexa594 FP, 6 h | Potency, µM (series often up to 57.7 µM), for inactives: top-dose activity, negative = inhibition, hits mostly inhibitors | Microtubule-associated protein tau (Homo sapiens), P10636 | 280,000 tested, 0.39% active; further: on the % scale 0 is the no-effect control and ±100 the full control effect; nearly all actives have a fitted effect of over 55% in size
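Heparin (20 uM) drove fibril formation of recombinant tau K18 P301L, 15 uM unlabeled with 0.24 uM Alexa 594 label, for 6 hr at 37 C in 100 mM sodium acetate pH 7. Fluorescence polarization (555/632 nm) read 1 hr after 30 uM ThT.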
* = called active by the depositor; ? = inconclusive; . = not tested or not shown; [ ] = remark or other dose. The call rests on the fitted dose curve; in most records, active means well fitted curve in the direction sought with a large enough effect; inconclusive means small, poorly fitted or top-dose-only effect, or another doubt; inactive means no such curve, though single readings can be large; an effect the other way counts as inactive or inconclusive. Potency means the concentration at half of the fitted maximal effect.

Fields: GLA spleen mod	Tau fluor cs	GAA inh	Tau fibril ThT	GAA spleen mod	HTT ATP protect	GAA glycogen	Tau FP inhib
O=C(c1ccccc1F)N1CCCC(C(=O)N2CCc3ccccc3C2)C1 (stereo not drawn)
    0%	-16%	.	-12%	-5%	44%[10 µM]	-6%	-4%
O=C(COC(=O)CCNS(=O)(=O)c1cccc(C(F)(F)F)c1)NC(=O)NC1CCCCC1
    -8%	-16%	-3%	-12%	-4%	3%	-20%	7%
CCOC(=O)c1cnn(-c2ccccc2)c1-n1cccc1C(=O)C(=O)Nc1ccc(F)cc1
    -9%	-15%	3%	-9%	1%	-7%	-8%	-6%
O=C(Cc1ccccc1)NCCSCc1ccc(Cl)cc1
    -8%	-20%	-6%	-6%	-2%	-11%	1%	-4%
COc1ccc(-c2nnn(CC(=O)N(CCCN3CCOCC3)C(C(=O)NC3CCCC3)c3ccco3)n2)cc1 (stereo not drawn)
    -5%	-9%	10%	-6%	-1%	-16%[10 µM]	8%	-8%
O=C(NCc1ccco1)c1nn2cccnc2c1Cl
    7%	0%	7%	-5%	2%	-47%[inhibitor]	-1%	-2%
Cc1nc(SCC(=O)NCC2CCCO2)c2oc3ccccc3c2n1 (stereo not drawn)
    2%	-1%	2%	2%	-10%	-6%[0.074 µM]	-1%	0%
CCOc1ccc(OCC)c(NC(=O)CCCN2C(=O)c3cccnc3C2=O)c1
    -2%	8%	?	11%	0%	10%[10 µM]	4%	2%
Cc1nc(NC2CCCCC2)c2nc(-c3ccccc3)n(CCCN3CCOCC3)c2n1
    2%	-14%	.	-14%	6%	-46%[inhibitor]	.	-11%
CCCC(CCC)C(=O)Nc1cccc(-c2nc3cccnc3s2)c1
    .	4%	.	1%	.	.	4%[76.3 µM]	-2%
O=C(Nc1nccs1)c1ccc(Cl)cc1[N+](=O)[O-]
    1%	-10%	-5%	-8%	1%	-21%	5%	6%
CCC(Sc1nc2cc3c(cc2c(=O)n1Cc1ccco1)OCO3)C(=O)Nc1cccc(OC)c1 (stereo not drawn)
    5%	-23%	-5%	-9%	-2%	-33%	7%	-9%
O=C(CCC(=O)OCC(=O)c1ccc(Cl)cc1Cl)Nc1cccc2cccnc12
    0%	-11%	3%	-7%	-5%	-17%	2%	-10%
OC1CCN(c2c3c(nc4cc(-c5ccc(F)cc5)nn24)CCC3)CC1
    2%	-18%	-9%	?	2%	-34%	-8%	0%
CCN(CC)C(=O)CSc1nnc(-c2cnccn2)n1-c1ccccc1
    4%	2%	3%	-3%	5%	-16%	8%	1%
Cc1ccc(-n2nc(C)c3c2NC2=C(C(=O)CC(C)(C)C2)C3c2ccccc2OCC(=O)O)cc1 (stereo not drawn)
    -12%	1%	10%	3%	-23%	-5%	-26%	5%
COc1ccc(C)cc1N=Nc1ccc(O)c2ncccc12
    -7%	?	0%	?	-7%	-136%[inhibitor]	-1%	3%
CC(NC(=O)/C(C#N)=C1\N=C(NC(=O)c2cccs2)c2ccccc21)c1ccccc1 (stereo not drawn)
    16%	-18%	3%	-8%	7%	-11%[10 µM]	0%	14%
COc1ccc(-c2nc(CCNC(=O)c3ccco3)cs2)cc1OC
    4%	-5%	0%	3%	3%	17%[10 µM]	3%	-4%
Cc1ccccc1OCc1nnc(SCCN2CCCC2)n1-c1ccccc1
    -5%	11%	9%	2%	-4%	6%[10 µM]	10%	8%
CC(=NCCCn1ccnc1)C1=C(O)c2ccccc2C1=O
    -1%	-2%	1%	2%	-7%	19%[10 µM]	4%	1%
Cc1cccc(NCc2ccc(O)c3ncccc23)c1C
    -5%	-22%	5%	?	-2%	13%[10 µM]	9%	5%
CCO[C@@H]1OC(C(=O)NCc2ccccc2)=C[C@H](c2csc3ccccc23)[C@H]1CCCO
    -7%	-13%	.	-6%	-13%	2%[10 µM]	-21%	?
COC(=O)C1=C(C)Nc2ncnn2C1c1ccc(OCc2ccccc2)cc1 (stereo not drawn)
    ?	5%	6%	-2%	-10%	2%	3%	2%
O=C(NCc1cccs1)C1CCN(c2nc3ccccc3o2)CC1
    -1%	-9%	-4%	-16%	-2%	10%[0.074 µM]	12%	-7%
C=CCOc1ccc(/C=C2\SC(=S)N(C(C(=O)O)c3ccccc3)C2=O)cc1 (stereo not drawn)
    7%	-4%	.	22µM*	5%	15%[10 µM]	-14%	-6%
CC(C)Nc1nc(NC(C)C)nc(Oc2ccc(/C=N/O)cc2)n1
    -5%	-15%	?	-5%	-1%	3%	5%	10%
S=c1[nH]nc(Cc2cccs2)n1-c1cccc2ccccc12
    -11%	-6%	3%	-14%	6%	29%[10 µM]	-12%	-3%
CN1CCCN(C2C3CC4CC(C3)CC2C4)CC1 (stereo not drawn)
    -1%	1%	1%	4%	-6%	-14%	13%	-9%
COc1ccc(OC(=O)C2CC(=O)N(c3ccc(C)cc3)C2)cc1 (stereo not drawn)
    1%	-11%	-2%	-10%	10%	12%[10 µM]	-28%	-6%
Fc1cccc(NC(=S)NNc2c3ccccc3nc3ccccc23)c1
    ?	11µM*[quencher]	?	7.9µM*	?	-23%	?	-17%
CCC(=O)NCc1c(Cl)cccc1-n1cccc1
    8%	-3%	-2%	-4%	8%	2%	-2%	-5%
Cc1onc(-c2ccccc2Cl)c1C(=O)NCC1CCCO1 (stereo not drawn)
    7%	-12%	2%	-3%	0%	-5%	-7%	-12%
CCOC(=O)c1sc(NC(=O)CCN2CCC(C)CC2)c(C(=O)OCC)c1C
    -3%	6%	-2%	1%	3%	-65%[inhibitor]	6%	-2%
COc1ccc(-n2c(SCC(=O)N3CCCCC3)nc(O)cc2=O)cc1
    6%	-2%	3%	?	6%	-8%[10 µM]	-21%	-17%
CCCC1=Nc2cc(C(=O)NCCc3ccc(OC)cc3OC)ccc2Sc2ccccc21
    .	-15%	.	-8%	.	.	-14%[76.3 µM]	-10%
O=C(c1ccc(Cl)c([N+](=O)[O-])c1)N1CCN(c2ccccc2)CC1
    3%	0%	9%	4%	5%	.	8%	-2%
COc1ccc(NC(=S)NNc2ccc([N+](=O)[O-])cc2S(=O)(=O)Nc2ccc(C)cc2C)cc1
    1%	14µM*[quencher]	?	32µM*	-2%	-26%[10 µM]	?	-5%
COC(=O)C/C=C/[C@@H](C)[C@@H](/C=N/OCC[C@@H]1C=C[C@H](OC(C)=O)[C@@H](COC(C)=O)O1)NS(=O)(=O)c1ccc(C)cc1
    18%	-12%	0%	-12%	-3%	.	-5%	0%
O=[N+]([O-])c1ccc2nc(-c3ccncc3)[nH]c2c1
    -2%	-15%	-1%	-18%	-1%	15%[10 µM]	6%	11%
COc1cccc(-c2cc(C(F)(F)F)c(C#N)c(=O)[nH]2)c1
    ?	3%	?	6%	?	.	-2%	1%
CCOc1ccccc1CNCCCSc1nnnn1C
    .	-3%	.	1%	.	.	-8%[76.3 µM]	3%

Some of the entries above, set out differently.
mol | GLA spleen mod | Tau fluor cs | GAA inh | Tau fibril ThT | GAA spleen mod | HTT ATP protect | GAA glycogen | Tau FP inhib
S=c1[nH]nc(Cc2cccs2)n1-c1cccc2ccccc12 | -11% | -6% | 3% | -14% | 6% | 29%[10 µM] | -12% | -3%
CN1CCCN(C2C3CC4CC(C3)CC2C4)CC1 (stereo not drawn) | -1% | 1% | 1% | 4% | -6% | -14% | 13% | -9%
COc1ccc(OC(=O)C2CC(=O)N(c3ccc(C)cc3)C2)cc1 (stereo not drawn) | 1% | -11% | -2% | -10% | 10% | 12%[10 µM] | -28% | -6%
Fc1cccc(NC(=S)NNc2c3ccccc3nc3ccccc23)c1 | ? | 11µM*[quencher] | ? | 7.9µM* | ? | -23% | ? | -17%
CCC(=O)NCc1c(Cl)cccc1-n1cccc1 | 8% | -3% | -2% | -4% | 8% | 2% | -2% | -5%
Cc1onc(-c2ccccc2Cl)c1C(=O)NCC1CCCO1 (stereo not drawn) | 7% | -12% | 2% | -3% | 0% | -5% | -7% | -12%
CCOC(=O)c1sc(NC(=O)CCN2CCC(C)CC2)c(C(=O)OCC)c1C | -3% | 6% | -2% | 1% | 3% | -65%[inhibitor] | 6% | -2%
COc1ccc(-n2c(SCC(=O)N3CCCCC3)nc(O)cc2=O)cc1 | 6% | -2% | 3% | ? | 6% | -8%[10 µM] | -21% | -17%
CCCC1=Nc2cc(C(=O)NCCc3ccc(OC)cc3OC)ccc2Sc2ccccc21 | . | -15% | . | -8% | . | . | -14%[76.3 µM] | -10%
O=C(c1ccc(Cl)c([N+](=O)[O-])c1)N1CCN(c2ccccc2)CC1 | 3% | 0% | 9% | 4% | 5% | . | 8% | -2%
COc1ccc(NC(=S)NNc2ccc([N+](=O)[O-])cc2S(=O)(=O)Nc2ccc(C)cc2C)cc1 | 1% | 14µM*[quencher] | ? | 32µM* | -2% | -26%[10 µM] | ? | -5%
COC(=O)C/C=C/[C@@H](C)[C@@H](/C=N/OCC[C@@H]1C=C[C@H](OC(C)=O)[C@@H](COC(C)=O)O1)NS(=O)(=O)c1ccc(C)cc1 | 18% | -12% | 0% | -12% | -3% | . | -5% | 0%

Screening results: PubChem BioAssay, National Center for Advancing Translational Sciences (NCATS)
